West Nile virus CPE: inhibition of WNV-induced cytopathic effect – cell-based, CPE readout (AID 1621) | actives 0.02% (n = 290,000) | West Nile virus-infected cells, CPE inhibition; higher % means a stronger effect | CPE inhibition, % at 10 µM, or IC50 in µM where a hit was titrated; in the data active = a potency from the dose series; inconclusive = CPE inhibition mostly from about 3.7% at the one dose, without a potency; inactive = the rest, 99 in 100 with CPE inhibition below about 2.2%; also: strong numbers were not always called active
NS5 inhibitors: flavivirus cap methylation enzyme inhibition – biochemical, confirmation dose response, primary screen (AID 588689) | Dengue-2 NS5 methyltransferase capping enzyme assay, biochemical; higher % means a stronger effect | inhibition, % at 25 µM; hits with a dose series show IC50 in µM | actives 0.3% (n = 340,000); in the data active = a potency from the dose series; inconclusive = inhibition above about 29% without an active follow-up result
Yfh1-depleted yeast: enhancers of respiration in Yfh1-depleted yeast, dose response, Friedreich's ataxia, plus single-dose screen (AID 1465) | S. cerevisiae Yfh1-off respiration, WST-1 reduction, 72 h; higher fold induction means a stronger effect | fold induction at 50 µM; hits with a dose series show EC50 in µM | actives 0.074% (n = 220,000);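 active = fold induction of absorbance versus untreated yeast above a set limit, then at least 30% activation at any dose in follow-up; inconclusive = repeats straddling the limit, or above it without dose testing; inactive = fold induction below the set limit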;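 also: activators that raise dye reduction in frataxin-depleted yeast; strong numbers were not always called active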
RSV antiviral HEp-2: RSV antiviral activity via CPE protection, HEp-2 cells, primary 10 µM value included (AID 2391); HEp-2 cells, RSV-induced CPE inhibition; higher % means a stronger effect; actives 0.13% (n = 310,000); CPE inhibition, % at 10 µM; hits with a dose series show IC50 in µM; in the data active = a potency from the dose series; inconclusive = CPE inhibition mostly from about 23% at the one dose, without a potency; inactive = the rest, 99 in 100 with CPE inhibition below about 21%; also: strong numbers were not always called active
Large T inhibition: SV40 large T antigen inhibitors, biochemical (AID 1903); SV40 large T antigen ATPase/helicase inhibition assay; higher % means a stronger effect; actives 0.39% (n = 310,000); one-dose inhibition, % at 20 µM; IC50 in µM for titrated hits; in the data active = a potency from the dose series; inconclusive = inhibition mostly from about 32% at the one dose, without a potency; inactive = the rest, 99 in 100 with inhibition below about 32%; also: strong numbers were not always called active
WT yeast gro inh: growth inhibition of WT yeast, mitochondrial fusion screen. actives 2.1% (n = 190,000). inhibition, % at 10 µM. mitochondrial fusion phenotypic screen, WT strain; in the data active = inhibition above about 58%; tested in S. cerevisiae
XIAP displacement: XIAP antagonists, biochemical, IAP family, fluorescence polarization (AID 1018); XIAP BIR domain, fluorescence polarization peptide displacement; higher % means a stronger effect; displacement, % at 20 µM, or IC50 in µM where a hit was titrated; actives 0.007% (n = 200,000); in the data active = displacement above about 50%; also: a part of the inactive calls stands beside numbers as strong as those of hits
ER stress rescue: protection against thapsigargin-triggered cell killing – 384-well, CSM14.1, ATP luminescence, primary screen (AID 1222); CSM14.1 thapsigargin-induced death rescue, ATP luminescence; higher % means a stronger effect; one-dose cellular ATP content (survival), % at 20 µM; EC50 in µM for titrated hits; 190,000 tested, under 10 active;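 active = EC50 below 50 µM in the dose-response confirmation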;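 also: death triggered by thapsigargin at about 15 µM added after 2 h compound pretreatment; cell ATP read after overnight thapsigargin exposure of roughly 18 to 22 hours; normalized against plate controls of thapsigargin alone and 5% DMSO vehicle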
K1F lysis inhibition: protection from phage-mediated lysis, alamar blue read-out – E. coli UTI89, K1F phage, bacterial capsule biogenesis inhibitors (AID 488966) | E. coli UTI89 K1F phage lysis, alamar blue, 2 h; higher % means a stronger effect | actives 0.02% (n = 340,000) | inhibition, % at 100 µM, or IC50 in µM where a hit was titrated;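 active = phage lysis inhibition, versus mean bacterial control, above a set limit; inconclusive = no clear call, values can overlap the other calls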;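 also: capsule biogenesis inhibitors block K1F phage lysis so surviving cells raise fluorescence; higher fluorescence means more inhibition of phage lysis; actives were called in the ten point dose series up to 300 µM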
WT yeast gro inh mutant strain: also measured in WT yeast gro inh; calls as there; inhibition, %; mitochondrial fusion phenotypic screen, mutant strain inhibition
An asterisk follows results filed as active; i = inactive; ? = inconclusive; . = not tested or not shown; [ ] = another dose, or the depositor's remark. Rows were taken by chance. About 2.2% of those tested had a hit in this group.

Order of results – West Nile virus CPE | NS5 inhibitors | Yfh1-depleted yeast | RSV antiviral HEp-2 | Large T inhibition | WT yeast gro inh | WT yeast gro inh mutant strain | XIAP displacement | ER stress rescue | K1F lysis inhibition
O=C(CNCc1ccc(Cl)cc1)Nc1cccc(C(=O)O)c1
→ . | . | . | . | 0.2% | -4.4 | -8.8 | -6.4% | -2.4% | .
Cc1ccc(C)c(N2CCN(C(=O)c3cc4c(C)nc5ccccc5c4o3)CC2)c1
→ 1.1% | -10.5% | . | 38.6% | 14.9% | . | . | . | . | 0.3%
CCOC(=O)c1cccc(NC(=O)Cn2c(CC(=O)NC)nc3ccccc32)c1
→ . | -13.7% | i | -0.6% | 8.0% | 0.6 | -12.8 | -1.2% | 1.0% | 5.6%
COc1ccc(C(=O)COC(=O)CCCn2c(=O)oc3ccccc32)cc1
→ 0.1% | 0.8% | i | -0.3% | . | . | . | . | . | 0.1%
c1ccc(COc2ccc(OCCCN3CCCC3)cc2)cc1
→ -1.7% | 2.6% | i | -1.4% | 10.8% | -4.3 | 15.3 | 0.9% | -3.9% | 1.4%[50 µM]
CCOc1ccc(N2CC(NC(=O)c3ccc4ccccc4c3)CC2=O)cc1 (stereo unspecified)
→ . | -0.7% | . | -1.6% | 1.1% | . | . | . | . | 1.0%[50 µM]
CCC12CC3CC(C1)CC(C(=O)O)(C3)C2
→ 0.1% | -11.1% | i | -1.4% | 15.5% | -8.4 | -7.7 | -3.6% | 2.2% | 0.0%
C=CCn1c(=N)c(S(=O)(=O)c2ccc(C)c(C)c2)cc2c(=O)n3ccccc3nc21
→ 0.0% | ? | . | 2.4% | 10.9% | . | . | . | . | 0.1%
CC(C)(C)NC(=O)CCN(/N=C/c1ccccc1F)C1=NS(=O)(=O)c2ccccc21
→ -0.7% | -3.3% | . | 5.9% | 6.3% | . | . | . | . | 0.2%
CN(NS(=O)(=O)c1cccs1)c1ncc(C(F)(F)F)cc1Cl
→ -0.3% | -2.6% | . | 1.3% | 25.1% | . | . | . | . | 0.1%
COc1ccccc1NS(=O)(=O)c1cccc(N=C2N=C(N)c3ccccc32)c1
→ ? | -8.1% | i | 4.5% | 19.8% | -27.0 | -16.5 | -5.5% | -3.2% | 0.1%
COc1ccc(NC(=O)COC(=O)CC2CCCC2)cc1Cl
→ . | 3.6% | . | 0.3% | 8.5% | . | . | . | . | 0.6%[50 µM]
Cc1ccc(NC(=O)CN(C)C(=O)Cn2ccsc2=N)cc1
→ 0.2% | -6.1% | i | -0.4% | 11.5% | -27.4 | 12.3 | -8.3% | -0.3% | 0.2%
CCOc1ccc(/C=C/C(=O)c2ccc(-c3ccccc3)cc2)cc1
→ -0.5% | -1.5% | i | 1.8% | 9.3% | -13.6 | 2.3 | -6.9% | -0.1% | 0.9%
CC(C)c1cc(N2CCC(=O)NC2=O)cc(C(=O)O)c1O
→ -0.2% | -1.8% | i | 0.2% | 1.6% | -13.6 | -16.9 | -2.8% | -2.0% | 2.1%

Next section, overlapping the part above by four compounds.
Order of results – West Nile virus CPE | NS5 inhibitors | Yfh1-depleted yeast | RSV antiviral HEp-2 | Large T inhibition | WT yeast gro inh | WT yeast gro inh mutant strain | XIAP displacement | ER stress rescue | K1F lysis inhibition
COc1ccc(NC(=O)COC(=O)CC2CCCC2)cc1Cl
→ . | 3.6% | . | 0.3% | 8.5% | . | . | . | . | 0.6%[50 µM]
Cc1ccc(NC(=O)CN(C)C(=O)Cn2ccsc2=N)cc1
→ 0.2% | -6.1% | i | -0.4% | 11.5% | -27.4 | 12.3 | -8.3% | -0.3% | 0.2%
CCOc1ccc(/C=C/C(=O)c2ccc(-c3ccccc3)cc2)cc1
→ -0.5% | -1.5% | i | 1.8% | 9.3% | -13.6 | 2.3 | -6.9% | -0.1% | 0.9%
CC(C)c1cc(N2CCC(=O)NC2=O)cc(C(=O)O)c1O
→ -0.2% | -1.8% | i | 0.2% | 1.6% | -13.6 | -16.9 | -2.8% | -2.0% | 2.1%
CCC(=O)Nc1ccc(-c2nc3ccccc3c(=O)o2)cc1
→ 0.2% | -2.2% | i | . | 0.9% | -2.6 | -0.5 | -0.3% | . | 0.4%
c1ccc(-n2ncc3c(NCCN4CCCCC4)ncnc32)cc1
→ -0.3% | -7.5% | i | -0.9% | -1.9% | -14.0 | -3.0 | -6.2% | -1.0% | 0.0%
Cc1cccc(C)c1NC(=O)COC(=O)c1ccc2c(c1)OCO2
→ -0.4% | 0.9% | i | 3.0% | 4.3% | -5.3 | -35.5 | -6.6% | 0.3% | 0.1%
COc1ccc(Cn2nnnc2C(C(C)C)N2CCc3ccccc32)cc1 (stereo unspecified)
→ -0.7% | 1.4% | i | 10.4% | 11.3% | 30.2 | 16.0 | 0.2% | -2.8% | -0.4%[50 µM]
CN(C)C(CNc1ccc(C(F)(F)F)cc1[N+](=O)[O-])c1ccccc1 (stereo unspecified)
→ -0.4% | -8.1% | . | 0.1% | 7.6% | . | . | . | . | 0.1%
COC(=O)C(C)Oc1ccc(Cc2ncc(C(F)(F)F)cc2Cl)cc1 (stereo unspecified)
→ 1.8% | 5.9% | . | 2.4% | 13.1% | . | . | . | . | -0.1%
O=C(Nc1ccc(OC(F)F)c(Cl)c1)[C@@H]1CCCN1C(=O)c1cccs1
→ 0.4% | 3.5% | i | 1.3% | -1.0% | -0.3 | -9.4 | -9.1% | 1.6% | 2.6%[50 µM]
O=[N+]([O-])c1ccc2c(c1)nc1n2CCN(CC2CCCO2)C1 (stereo unspecified)
→ -0.5% | -1.5% | i | 2.0% | 8.3% | 0.9 | 7.3 | -6.8% | 0.0% | 0.5%
C=CCNC(=O)c1onc(CSc2ccncc2)c1C(=O)NCC=C
→ -0.5% | -8.2% | i | 3.0% | 9.7% | . | . | . | . | -0.2%
CN1C(=O)NC(NC(=O)c2ccco2)(C(F)(F)F)C1=O (stereo unspecified)
→ -0.1% | 2.6% | i | 0.0% | 8.4% | 9.5 | 7.1 | -3.1% | 0.8% | 0.1%
CCOC(=O)CN1c2ccccc2NC(=O)CC1C (stereo unspecified)
→ -0.1% | -3.6% | i | 1.0% | 2.0% | 1.3 | 1.2 | -3.5% | 1.3% | 0.8%
O=C(O)C1Sc2[nH]c(=O)sc2C2c3ccc(O)cc3OC(=O)C12 (stereo unspecified)
→ 0.4% | 23.8% | i | 1.3% | 26.1% | -11.6 | 7.9 | 1.0% | 1.9% | -2.8%
CCOCCOC(=O)C(C)Oc1ccc(Oc2ncc(Cl)cc2Cl)cc1 (stereo unspecified)
→ -0.2% | 5.3% | i | 2.4% | 3.7% | 1.1 | -10.9 | 2.2% | 1.6% | 0.7%[50 µM]
Cc1sc2nc(CN3CCOCC3)nc(NS(=O)(=O)c3ccc4c(c3)OCCO4)c2c1C
→ 0.7% | -9.0% | i | 0.6% | 13.9% | -8.7 | 4.2 | -1.3% | 1.9% | -0.2%
CC(C(=O)Nc1ccc(S(N)(=O)=O)cc1)N1CCc2ccccc21 (stereo unspecified)
→ -0.4% | -3.6% | i | -0.6% | 13.4% | -38.2 | -23.4 | -5.6% | 1.0% | 0.1%
O=C(NCc1nc2ccccc2[nH]1)C1=C[C@@H](c2ccccc2)C[C@@H](OCCCCO)O1
→ 0.2% | 3.1% | i | 2.6% | 5.1% | -5.1 | 4.5 | 2.1% | 1.8% | -1.3%
O=C(CN(CCc1ccccc1)C(=O)CN1C(=O)COc2ccccc21)NCc1ccco1
→ 2.4% | -4.9% | i | 1.1% | 2.9% | -4.8 | -7.9 | -3.1% | . | 3.8%
COc1ccc(-n2nc(C(=O)NCC(=O)N3CCN(c4ccccn4)CC3)c3ccccc3c2=O)cc1Cl
→ -0.1% | -8.1% | i | 1.9% | 5.9% | 7.7 | 7.8 | -10.7% | 1.5% | 0.5%
COc1ccccc1C1CC(=O)Nc2cc3c(cc21)OCCO3 (stereo unspecified)
→ 2.4% | -1.4% | i | -0.2% | 4.4% | 17.3 | 4.4 | -3.3% | 1.1% | 2.2%
Cc1cccc(NC(=O)Nc2nnc(-c3ccccc3)o2)c1
→ -0.1% | . | i | 3.2% | 1.6% | -4.5 | -22.7 | -1.7% | -1.1% | 0.3%
CCOC(=O)c1ccc(NC(=S)Nc2ccc3[nH]c(=O)[nH]c3c2)cc1
→ -0.1% | 5.8% | i | 0.6% | 13.6% | . | . | . | . | 0.1%
NS(=O)(=O)c1ccc(NCc2ccccc2OCc2ccc(F)cc2)cc1
→ -0.6% | -10.2% | i | 5.5% | 4.7% | 7.1 | 6.9 | 0.4% | -0.3% | -0.8%
COc1cc(OC)cc(C(=O)N2CCCC(c3nc(-c4ccc(C)o4)no3)C2)c1 (stereo unspecified)
→ -0.7% | -5.0% | . | 1.3% | 15.7% | . | . | . | . | -0.1%
COc1ccc(CCNC(=O)CCc2cn(C)c3ccccc23)c(OC)c1OC
→ -0.9% | 2.6% | . | 1.1% | 2.8% | . | . | . | . | -0.1%
Cc1ccc(Nc2ccc(NCc3ccccc3)nn2)cc1C
→ -1.2% | -1.3% | i | 3.4% | 5.7% | 33.1 | 4.1 | -2.1% | -0.4% | 0.7%[50 µM]
CC(C)CCNC(=O)C1CCC(CNS(=O)(=O)c2cccc3nsnc23)CC1 (stereo unspecified)
→ -0.3% | 5.4% | . | 0.8% | 3.5% | . | . | . | . | -0.9%
COc1cc(-c2nnc(COC(=O)c3cc(C)nc4ccc(C)cc34)o2)cc(OC)c1OC
→ 0.0% | . | i | 2.1% | 3.6% | -1.7 | 7.7 | -11.4% | 1.0% | -0.5%
CCc1ccc2nc(N3CCN(C(=O)C(C)(C)C)CC3)sc2c1
→ 0.0% | -8.8% | . | 13.2% | 8.3% | . | . | . | . | 0.0%
Cn1c(=O)cc(SCC(=O)NCc2ccc(F)cc2)c2ccccc21
→ 0.0% | -12.8% | i | 2.3% | 2.2% | -4.5 | -1.6 | 0.0% | 3.6% | 0.0%
COc1ccccc1N(CC(=O)NC1CCCCC1)C(=O)CCC(=O)Nc1ccccn1
→ -0.5% | -4.1% | i | 11.6% | -1.6% | -5.7 | -0.4 | -5.8% | -2.5% | 0.0%
O=C(NC1CC1)c1sc2ccccc2c1Cl
→ -0.6% | -5.8% | . | 1.8% | -2.0% | . | . | . | . | 0.6%
COc1ccc(OC)c(/C=N/NC(=O)c2nnn(-c3nonc3N)c2-c2cccs2)c1
→ 0.3% | -2.7% | . | 1.1% | -2.8% | . | . | . | . | 0.2%
C=CCN1C(=O)/C(=C2/Sc3ccc(OC)cc3N2C)SC1=NCc1ccccc1
→ -0.2% | -1.6% | i | 2.1% | 4.3% | -7.2 | -16.5 | -12.1% | -0.6% | -0.5%
